NOD1 inhibition: inhibition of NOD1-driven NF-kB reporter – cell-based, luminescence, uHTS, primary screen (AID 1578) | NOD1-driven NF-kB luciferase reporter cells, luminescence; higher % means a stronger effect | inhibition, % at 4 µM, or EC50 in µM where a hit was titrated | 1% of 290,000 active; in the data active means inhibition mostly above about 36%, no sharp cut-off; inactive means mostly below about 34%;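 further: HEK-293T reporter cells stimulated with the NOD1 agonist gamma-tri-DAP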
MgcRacGAP inhibition: MgcRacGAP GTPase-activating activity inhibitors, confirmation, biochemical, ADP Hunter fluorescence; inhibition, % at 30 µM; hits with a dose series show IC50 in µM; 0.6% of 340,000 active; MgcRacGAP-stimulated Rac1 GTP hydrolysis, ADP Hunter fluorescence; higher % means a stronger effect; GST-tagged Rac1 F28L mutant substrate; AID 624330;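 active means first-screen hits whose inhibition reached a set limit at any dose in the follow-up dose series; inconclusive means inhibition above the set first-screen limit but never retested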;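 further: fluorescence reports GDP produced by GAP-driven GTP hydrolysis; strong numbers were not always called active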
KOR beta-arrestin-1: KOR antagonists, beta-arrestin recruitment, cell-based, luminescence, uHTS (AID 1778) | 0.091% of 290,000 active | inhibition, % at 10 µM; hits with a dose series show IC50 in µM | KOR beta-arrestin recruitment, luminescence, antagonist mode; higher % means a stronger effect; in the data active means inhibition above about 50%; further: strong numbers were not always called active
GPR35 antagonists: inhibition of zaprinast-stimulated GPR35 beta-arrestin translocation – imaging, U2OS, beta-arrestin-GFP, zaprinast agonist, primary screen (AID 2058); U2OS GPR35 beta-arrestin-GFP translocation imaging, zaprinast antagonism; higher % means a stronger effect; 0.052% of 290,000 active; inhibition, % at 10 µM, or IC50 in µM where a hit was titrated;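 active means inhibition of at least 50% with at least 30 cells and total cytoplasm GFP at most 10,000,000; inconclusive means under 30 cells or total GFP of 10,000,000 plus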
GPR55 beta-arrestin: selective activators of receptor GPR55 – imaging, U2OS cells, beta-arrestin-GFP redistribution, primary screen (AID 1961) | U2OS GPR55 beta-arrestin-GFP redistribution imaging; higher % means a stronger effect | activation, % at 10 µM; hits with a dose series show EC50 in µM | 0.048% of 290,000 active;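 active means activation above 40% with more than 50 cells counted in the well; inconclusive means wells holding fewer than 50 cells, flagged as toxic or sparse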;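 further: U2OS osteosarcoma cells stably expressing GPR55 and beta-arrestin-GFP; plate controls were DMSO negative control for no effect and LPI positive control for full effect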
KOR beta-arrestin-2: kappa opioid receptor activators – cell-based, luminescence, uHTS, primary screen (AID 1777); activation, % at 10 µM, or EC50 in µM where a hit was titrated; KOR beta-arrestin recruitment, luminescence; higher % means a stronger effect; 0.02% of 280,000 active; in the data active means activation above about 50%, passing the limit was not always enough; further: a part of the inactive calls stands beside numbers as strong as those of hits
NTR1 ag: NTR1-driven beta-arrestin-GFP spot formation – imaging, U2OS cells, high content, primary screen (AID 493036); P30989; agonist mode; activation, % at 20 µM; 0.17% of 330,000 active;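 active means activation at or above 40% of the spot to cytoplasm intensity ratio, with at least 20 cells analyzed; inconclusive means wells under 20 cells, flagged as cytotoxic or low count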;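 further: 0% = DMSO without peptide and 100% = 100 nM NTR1 peptide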
Target sequence (P30989 whole entry, looked up): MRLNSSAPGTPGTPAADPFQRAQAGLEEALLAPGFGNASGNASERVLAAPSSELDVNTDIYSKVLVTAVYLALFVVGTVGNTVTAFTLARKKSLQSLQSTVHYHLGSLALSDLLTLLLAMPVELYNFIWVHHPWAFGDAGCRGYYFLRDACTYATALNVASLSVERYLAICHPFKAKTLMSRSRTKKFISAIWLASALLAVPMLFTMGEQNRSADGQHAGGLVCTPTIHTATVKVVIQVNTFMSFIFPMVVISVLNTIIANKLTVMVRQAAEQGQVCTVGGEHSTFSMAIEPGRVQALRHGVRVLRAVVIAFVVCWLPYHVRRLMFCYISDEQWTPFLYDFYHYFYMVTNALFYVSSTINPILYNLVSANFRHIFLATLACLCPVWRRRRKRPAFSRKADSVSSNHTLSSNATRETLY
K1F lysis inhibition: inhibition of K1F phage lysis, E. coli UTI89, bacterial capsule biogenesis inhibitors, alamar blue (AID 488966); E. coli UTI89 K1F phage lysis, alamar blue, 2 h; higher % means a stronger effect; inhibition, % at 100 µM; hits with a dose series show IC50 in µM; 0.02% of 340,000 active;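 active means phage lysis inhibition, versus mean bacterial control, above a set limit; inconclusive means no clear call, values can overlap the other calls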;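 further: capsule biogenesis inhibitors block K1F phage lysis so surviving cells raise fluorescence; higher fluorescence means more inhibition of phage lysis; actives were called in the ten point dose series up to 300 µM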
GPR55 antagonists: GPR55 antagonists blocking LPI-driven arrestin recruitment, primary screen, imaging, U2OS, beta-arrestin-GFP, LPI agonist (AID 2013). U2OS GPR55 beta-arrestin-GFP translocation imaging, LPI antagonism; higher % means a stronger effect. one-dose inhibition, % at 10 µM; IC50 in µM for titrated hits. 0.13% of 290,000 active;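 active means spots per cell inhibited over 60%, with over 100 cells counted and total cytoplasm intensity under 500,000; inconclusive means wells with under 100 cells, flagged as likely toxic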;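 further: U2OS cells stably carrying GPR55 and arrestin-GFP stimulated by 5 µM LPI near EC80; imaged beta-arrestin-GFP aggregate spots per cell after agonist stimulation; plate controls were LPI-stimulated DMSO wells for no effect and DMSO wells without LPI for full effect; some results filed as inactive read as strong as hits; confirmed hits need IC50 under 10 µM and bright autofluorescent wells are also inconclusive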
NTR1 ag cell count 20 µM: recorded beside NTR1 ag, whose call it bears; cell count; measured here: cell count, cytotoxicity flag
* = called active by the depositor; ? = inconclusive; nt = no result given; [ ] = another dose, or the depositor's remark. Some of the compounds tested, so the mix of outcomes need not match the whole.

Molecule,NTR1 ag cell count 20 µM,NTR1 ag,KOR beta-arrestin-1,GPR55 beta-arrestin,KOR beta-arrestin-2,GPR35 antagonists,K1F lysis inhibition,GPR55 antagonists,NOD1 inhibition,MgcRacGAP inhibition
Cn1ncc(Br)c1C(=O)N/N=C/c1ccc(OS(=O)(=O)c2ccccc2)cc1,73,-3.0,-12%,-0.3%,-2.8%,-8%,-0.5%,0%,-24%,6%
O=C(CCCCn1c(=O)[nH]c2ccccc2c1=O)NCc1ccc2c(c1)OCO2,76,1.8,7%,-0.1%,-4.1%,10%,0.6%,17%,-12%,-2%
c1coc(CN(Cc2cccs2)Cc2nnnn2C2CCCCC2)c1,37,-0.1,10%,-0.2%,-2.3%,-3%,0.0%,26%,-5%,10%
Cc1sc(NC(=O)c2cccs2)c(C(=O)OC(C)C)c1C,94,7.2,1%,0.6%,-2.2%,-2%,0.6%,3%,0%,6%
COCCN1Cc2cccc(C(=O)Nc3ccc(S(=O)(=O)N4CCOCC4)cc3)c2C1=O,37,1.8,-35%,0.4%,3.4%,7%,0.3%,5%,3%,0%
O=C(O)c1ccccc1C(=O)NC1CCCCNC1=O (stereo not given),52,2.1,6%,0.1%,1.1%,2%,-2.7%,2%,-11%,-4%
CC1CCc2[nH]c3ccc(C(=O)N(C)CC(=O)Nc4ccc(F)cc4)cc3c2C1 (stereo not given),56,2.2,20%,-0.1%,5.4%,-12%,0.2%,2%,-17%,11%
CC1(C)CC(=O)C(C=NCCCn2ccnc2)=C(O)C1,68,1.9,-17%,-0.3%,2.3%,-10%,0.8%,5%,-1%,1%
Cc1cccc(Cn2cnc3c(NS(C)(=O)=O)c(C)c(C)cc32)c1,91,-0.9,5%,-0.1%,1.2%,-12%,-0.1%,14%,nt,7%
Cc1nc(NC2=NCN(CCc3ccccc3)CN2)nc2ccccc12,nt,nt,-40%,-0.1%,-0.9%,-3%,nt,8%,11%,nt
Cc1cc(C)c2cc(C(=O)N3CCC(C(=O)c4ccc(F)cc4)CC3)[nH]c2c1,59,0.3,-29%,0.3%,-4.1%,2%,-1.2%,2%,-10%,-2%
CCOc1ccc(CC(=O)Nc2ccc(S(=O)(=O)Nc3cc(C)on3)cc2)cc1OCC,45,-1.8,-26%,-0.1%,3.7%,2%,-0.1%,-4%,-27%,11%
Cc1ccc(NC(=O)NCCN2CCN(c3ccccc3)CC2)cc1Cl,55,0.1,22%,0.0%,3.2%,0%,0.6%[50 µM],12%,-2%,8%
Cc1ccc(-n2c(=O)c3ccccc3n(CC(=O)NCc3ccco3)c2=O)cc1,46,-0.3,20%,-0.7%,-0.9%,6%,-0.2%,8%,-16%,9%
CCOC(=O)Nc1c2ccccc2nc2ccccc12,96,-0.2,15%,-0.1%,-1.0%,4%,0.3%,12%,7%,10%
Cc1ccc(NC(=O)COC(=O)C2CCC(=O)N2)c([N+](=O)[O-])c1 (stereo not given),44,1.1,3%,0.5%,-0.3%,-11%,0.3%,9%,-15%,5%
FC(F)(F)c1cccc(CON=C2CCN(c3ncc(C(F)(F)F)cc3Cl)CC2)c1,93,1.1,2%,-0.1%,0.7%,3%,0.8%,3%,32%,7%
CCCCn1c(CCC(=O)O)nc2cc(S(=O)(=O)N(CC)CC)ccc21,56,1.5,11%,-0.3%,1.1%,0%,-0.5%[50 µM],14%,1%,2%
CCOc1ccc(Oc2ccc(-c3nnc(-c4ccccc4)o3)cc2[N+](=O)[O-])cc1,44,1.0,14%,-0.1%,0.8%,3%,-2.4%,nt,-29%,5%
NC(=O)C1Cc2ccccc2CN1C(=O)c1cccc(Oc2ccccc2)c1 (stereo not given),57,0.7,-9%,-0.1%,2.9%,-1%,0.2%,5%,-15%,4%
COc1ccc(C2C3C(C)=NN=C3CC(C)(O)C2C(C)=O)cc1 (stereo not given),72,0.8,0%,-0.3%,-2.1%,-3%,0.0%,9%,5%,6%
COC(=O)CN(c1ccc(OC)c(OC)c1)S(C)(=O)=O,51,0.2,10%,-0.1%,-0.5%,-2%,0.0%,8%,-16%,6%
Cc1nc2cc(N3CCOCC3)c(NC(=O)C3CC3)cc2c(=O)n1Cc1ccccc1,68,-1.7,-29%,-0.3%,-5.0%,-5%,0.9%,-3%,-10%,7%
Cc1ccc(C(C(=O)NC2CCCCC2)N2CCN(C(=O)c3ccco3)CC2)cc1 (stereo not given),95,-0.6,22%,0.5%,-1.4%,-2%,0.1%,2%,10%,6%
COc1ccc(C2CC(=O)C3=C(C2)Nc2ncnn2C3c2ccccc2C)cc1 (stereo not given),71,-1.8,-3%,0.3%,-0.4%,2%,-0.5%,13%,2%,-7%

Gathered by group: the compounds so far with a nitro group on carbon.
Molecule,NTR1 ag cell count 20 µM,NTR1 ag,KOR beta-arrestin-1,GPR55 beta-arrestin,KOR beta-arrestin-2,GPR35 antagonists,K1F lysis inhibition,GPR55 antagonists,NOD1 inhibition,MgcRacGAP inhibition
Cc1ccc(NC(=O)COC(=O)C2CCC(=O)N2)c([N+](=O)[O-])c1 (stereo not given),44,1.1,3%,0.5%,-0.3%,-11%,0.3%,9%,-15%,5%
CCOc1ccc(Oc2ccc(-c3nnc(-c4ccccc4)o3)cc2[N+](=O)[O-])cc1,44,1.0,14%,-0.1%,0.8%,3%,-2.4%,nt,-29%,5%

Going on with the list:
Molecule,NTR1 ag cell count 20 µM,NTR1 ag,KOR beta-arrestin-1,GPR55 beta-arrestin,KOR beta-arrestin-2,GPR35 antagonists,K1F lysis inhibition,GPR55 antagonists,NOD1 inhibition,MgcRacGAP inhibition
CCOC(=O)C1=C(CSc2nc(C)cc(C)c2C#N)OC(N)=C(C#N)C1c1ccccc1 (stereo not given),65,0.3,-24%,0.3%,2.9%,-3%,0.2%,2%,-16%,6%
Cc1ccc2[nH]c3c(c2c1)CCCC3=O,56,0.4,-15%,-0.3%,4.0%,-6%,6.0%,-6%,-29%,7%
O=C(Nc1ccc(F)cc1)c1nc[nH]c1C(=O)O,49,-0.1,-30%,0.0%,-2.6%,5%,-0.1%,-1%,-6%,-4%
O=C(O)CCCC(=O)Nc1cccc2cccnc12,77,-1.6,37%,-0.2%,-1.4%,-4%,0.1%,18%,3%,10%
CCOC(=O)c1c(N)sc2c1CCS(=O)(=O)C2,71,-0.9,16%,0.3%,1.4%,3%,0.2%,-4%,3%,39%
Cn1cnnc1Sc1ccc(/C=C(\CCC(=O)O)c2nc3ccccc3s2)cc1[N+](=O)[O-],53,-0.8,-49%,0.8%,3.0%,-5%,-1.0%,-6%,2%,3%
Cc1ccc(C(=O)N/C(=C\c2ccccc2)C(=O)NCC2CCCO2)cc1 (stereo not given),48,1.2,27%,-0.1%,4.5%,-10%,0.6%,18%,-17%,7%
CSc1ncc(F)c(N(CCO)CCO)n1,50,0.6,nt,0.0%,0.4%,12%,5.6%,2%,-27%,4%
c1cc(CN2CCN(C3CCCCCC3)CC2)ccn1,41,0.2,19%,0.4%,-1.7%,6%,0.1%,6%,-25%,92µM*
CC1CCCC(NC(=O)CSc2ncccc2C(=O)O)C1C (stereo not given),31,-0.3,4%,-0.1%,0.4%,4%,3.3%,3%,-12%,11%
Cc1cc(C)c(C)c(N=Nc2nc3ccccc3n2C)c1C,35,7.9,-3%,?,-5.3%,11%,2.6%,2%,-19%,6%
Cc1cc(C)c(C)c(S(=O)(=O)N2CCN(C(=O)c3cc(=O)[nH]c4ccccc34)CC2)c1C,69,2.3,20%,-0.1%,-1.5%,11%,3.4%,21%,28%,-2%
COc1ccc(N(C(=O)CS(=O)CC(=O)Nc2ccc(F)cc2)C(C(=O)NC2CCCCC2)c2cccs2)cc1 (stereo not given),52,-0.5,22%,0.9%,-0.6%,-4%,3.8%,-4%,-26%,4%
CCN(CC)S(=O)(=O)c1cc(C(=O)NC2CCCCC2)ccc1C,47,2.9,18%,-0.2%,10%,-3%,0.0%,8%,-40%,9%
S=C(NCc1cccs1)Nc1ccccc1Cl,76,3.9,nt,-0.2%,0.8%,12%,0.2%,10%,17%,7%
Cc1sc(NC(=O)c2cccc([N+](=O)[O-])c2)c(C(N)=O)c1-c1ccc(C(C)(C)C)cc1,88,-3.4,11%,0.0%,-2.0%,-1%,3.3%,9%,-10%,-2%
Cn1c2c(c(=O)n(C)c1=O)C(c1cccc([N+](=O)[O-])c1)Nc1ccccc1O2 (stereo not given),67,1.0,27%,-0.1%,1.4%,-10%,4.4%[50 µM],2%,-29%,8%
CCn1nc(C)c(/C=N/NC(=O)c2nc3nc(C)cc(C)n3n2)c1C,41,0.2,14%,0.3%,5.7%,-2%,-1.4%,2%,-10%,-13%
O=C(CSCc1cc(=O)n2ccsc2n1)Nc1ccccc1,55,0.2,-24%,0.7%,-1.2%,19%,0.1%,5%,-10%,14%
Cc1cc(C)c2nc(NC(=O)C3CCCO3)sc2c1 (stereo not given),38,-0.4,4%,-0.1%,-4.2%,-9%,-0.7%,0%,-77%,5%
COc1ccccc1NC(=O)C1=C(C)Nc2nnnn2C1c1ccccn1 (stereo not given),53,-2.8,-8%,-0.1%,0.8%,-1%,-0.6%,1%,-2%,11%
O=c1[nH]c(N2CCOCC2)nc2ncn(Cc3ccccc3)c12,82,-1.5,9%,-0.1%,3.9%,-9%,0.5%,6%,-28%,6%
CS(=O)(=O)N1N=C(c2cccs2)CC1c1ccc(F)cc1 (stereo not given),60,0.4,1%,0.4%,4.9%,13%,-2.1%[50 µM],-10%,4%,0%
CCOC(=O)NC(NCc1cccc(C(F)(F)F)c1)(C(F)(F)F)C(F)(F)F,51,-0.3,-5%,-0.2%,-0.2%,-11%,1.4%,-1%,-22%,0%
COc1ccccc1NC(=O)/C(=C/c1cccc([N+](=O)[O-])c1)c1ccccc1,56,9.7,30%,-0.2%,6.3%,7%,1.2%[50 µM],23%,10%,4%

Compound activity from PubChem.
